From PubChem
Lung fibro prol – blocks proliferation of human lung fibroblasts. LL 47 human lung fibroblast viability, ATP luminescence; active compounds read low. viability, % at 10 µM. actives 1.1% (n = 85,000). AID 719;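 active means viability at or below 50% in the single dose screen; inactive means viability above 50%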;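 further: compound exposure lasted 72 h before the ATP readout; 100% = median luminescence of untreated cell-only wells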
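material = human LL 47 lung fibroblast cells | dosing = compounds added from tenfold dosing solution, 0.1% DMSO final | timing = overnight cell rest, 72 h compound treatment at 37 °C | measured by = CellTiter-Glo luminescence measuring cellular ATP | evaluation = % viability versus median cells-only luminescence | control set = cell-only wells, no compound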
ERb coact inh – ER-beta (human) coactivator binding inhibition. AID 633. inhibition, % at 25.6 µM. Q92731. actives 1.3% (n = 86,000). TR-FRET ER-beta LBD / SRC1-Cy5 peptide binding; receptor agonist-loaded with 1 µM estradiol;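 active means compounds whose percent inhibition of the receptor-coactivator binding signal exceeds about 50% in the single-dose screen, limit read from the data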;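 further: 0% = receptor plus peptide wells without compound and 100% = peptide-only wells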
ERa SRC1 pot – ER-alpha (human) coactivator binding potentiation. TR-FRET ERalpha-LBD/SRC-Cy5 coactivator binding, 2 h; 100 = basal binding, no effect. coactivator binding (% of control), % at 25.6 µM. AID 639. actives 1.3% (n = 86,000); in the data active means activity above about 200%;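 further: binding measured in presence of low estradiol as agonist stimulus; 0% = peptide alone without receptor and 100% = receptor with peptide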
Target sequence (P03372 whole entry, looked up, the tested form may be a part): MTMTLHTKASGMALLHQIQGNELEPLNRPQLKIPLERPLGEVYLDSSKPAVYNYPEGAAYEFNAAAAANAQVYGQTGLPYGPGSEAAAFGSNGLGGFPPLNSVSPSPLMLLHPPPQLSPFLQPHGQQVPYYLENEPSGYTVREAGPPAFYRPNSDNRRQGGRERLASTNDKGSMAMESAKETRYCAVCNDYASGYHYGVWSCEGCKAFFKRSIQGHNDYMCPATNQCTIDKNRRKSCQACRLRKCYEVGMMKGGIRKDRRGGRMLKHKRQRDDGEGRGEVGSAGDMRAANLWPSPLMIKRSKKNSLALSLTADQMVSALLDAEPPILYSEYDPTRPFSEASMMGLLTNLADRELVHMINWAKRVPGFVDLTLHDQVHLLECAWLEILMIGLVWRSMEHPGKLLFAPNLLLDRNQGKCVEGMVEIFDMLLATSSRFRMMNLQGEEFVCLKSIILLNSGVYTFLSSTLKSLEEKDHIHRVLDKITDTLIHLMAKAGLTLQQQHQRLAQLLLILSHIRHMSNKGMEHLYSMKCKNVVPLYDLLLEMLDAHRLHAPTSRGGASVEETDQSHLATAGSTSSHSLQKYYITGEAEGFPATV
H69AR growth 86K – blocks growth of human H69AR lung tumor cells | viability, % at 10 µM | actives 6% (n = 85,000) | H69AR lung tumor viability, ATP luminescence, 72 h; active compounds read low;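 active means viability at or below 40%; inactive means viability above 40%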;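 further: multidrug resistant small cell line overexpressing MRP-1 efflux transporter; 100% = mean luminescence of untreated control wells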
Smad3 inh – Smad3 (human) transcription factor binding inhibition; TR-FRET Smad3/Dy647-FoxH1 peptide binding, europium anti-His; inhibition, % at 25 µM; actives 0.29% (n = 88,000);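 active means compounds that reduce the energy-transfer binding signal between the protein and its labelled peptide by more than half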;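 further: 0% = Smad3 plus labelled peptide maximal FRET and 100% = peptide-only background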
Target sequence (P84022 whole entry, looked up): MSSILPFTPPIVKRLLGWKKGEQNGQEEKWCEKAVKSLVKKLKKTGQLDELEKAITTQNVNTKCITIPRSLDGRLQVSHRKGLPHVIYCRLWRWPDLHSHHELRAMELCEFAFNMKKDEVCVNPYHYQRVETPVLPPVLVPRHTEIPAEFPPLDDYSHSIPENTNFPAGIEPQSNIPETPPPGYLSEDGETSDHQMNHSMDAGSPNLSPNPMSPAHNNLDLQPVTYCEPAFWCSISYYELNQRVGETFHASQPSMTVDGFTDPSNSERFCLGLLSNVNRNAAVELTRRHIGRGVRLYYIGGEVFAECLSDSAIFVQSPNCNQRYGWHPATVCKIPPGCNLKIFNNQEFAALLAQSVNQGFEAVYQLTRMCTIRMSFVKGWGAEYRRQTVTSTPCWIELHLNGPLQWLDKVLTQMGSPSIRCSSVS
ERa coact inh – blocks coactivator binding to human estrogen receptor alpha; P03372; TR-FRET ER-alpha LBD / SRC-1 peptide, estradiol-bound; inhibition, % at 25.6 µM; actives 1.7% (n = 86,000); in the data active means inhibition above about 50%;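 further: 0% = receptor plus peptide control and 100% = peptide only without receptor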
MT1-MMP txn act – activates MT1-MMP transcription; HT1080 MT1-MMP promoter luciferase reporter, luminescence, overnight; active compounds read high; activation factor at 10 µM; actives 0.16% (n = 86,000); AID 750;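 active means activation factor of at least 2 for MT1-MMP transcription at 10 µM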
Mac1 fbg enh – CD11b/CD18-fibrinogen binding enhancement. actives 0.07% (n = 93,000). K562 CD11b/CD18 adhesion to fibrinogen, ATPlite luminescence. P05107+P11215. AID 1499. activation, % at 10 µM;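 active means 10 µM primary screen giving 50% or more activity, confirmed by 40% or more on retest at that dose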; further: strong numbers were not always called active
HUVEC inhibit – human endothelial cell proliferation inhibition; viability, % at 10 µM (by protocol); actives 1.1% (n = 86,000); HUVEC proliferation, CellTiter-Glo luminescence, 72 h; active compounds read low;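 active means viability at or below 30%; inactive means viability above 30%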;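 further: 100% = median luminescence of DMSO-only cell control wells on each plate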
An asterisk follows results filed as active; x = no result given; [ ] = remark or other dose. An excerpt (hit frequency here may not be typical).

no. | molecule | Lung fibro prol | ERb coact inh | ERa SRC1 pot | H69AR growth 86K | Smad3 inh | ERa coact inh | MT1-MMP txn act | Mac1 fbg enh | HUVEC inhibit
1 | O=C(OCC(=O)N1CCN(C(=O)c2ccco2)CC1)c1ccccc1Cc1ccccc1 | 102 | 11 | 108 | 93 | 1 | -8 | 1.4 | 0 | 92
2 | COc1ccc(N2CCN(C(=O)CSc3ncnc4c3cnn4-c3ccccc3C)CC2)cc1 | 87 | 3 | 105[fluorescence artefact?] | 80 | 2 | 6 | 0.9 | 7 | 63
3 | CC(C)(C(N)=O)N1CCN(c2ncc(C(F)(F)F)cc2Cl)CC1 | 98 | 0[fluorescence artefact?] | 107 | 76 | -10 | 0[fluorescence artefact?] | 1 | -2 | 66
4 | Cc1ccc(Nc2c(-c3ccc(C)o3)nc3cnccn23)cc1 | 105 | -2 | 77[fluorescence artefact?] | 83 | 3 | 13 | x | 7 | 110
5 | c1ccc(-c2nc(Sc3ncnc4c3cnn4-c3ccccc3)n[nH]2)cc1 | 104 | 12 | 80 | 27* | -25 | 12 | 1.2 | 1 | 92
6 | COC(=O)C1=C(CN2CCN(C)CC2)NC(=O)NC1c1cc(C)ccc1C (centres undefined) | 93 | 5 | 112 | x | -2 | 1 | 1 | 3 | 85
7 | COCCn1c(SCC(=O)NCc2cccs2)nnc1-c1ccc(OC)cc1 | 100 | -8 | 128 | 86 | 3 | -7 | 1 | 0 | 102
8 | COc1ccc(OCCn2c(=N)n(CCO)c3ccccc32)cc1 | 97 | -5[fluorescence artefact?] | 105[fluorescence artefact?] | 80 | -5 | 5 | 1.1 | -1 | 107
9 | O=C(CN1CCCCC1)Nc1cccc(Br)c1 | 106 | -9 | 121 | 97 | 1 | -9 | 1 | -2 | 72
10 | COc1ccccc1NC(=O)C(CCS(C)(=O)=O)N1C(=O)c2ccccc2C1=O (centres undefined) | 97 | 19[fluorescence artefact?] | 102 | 80 | 2 | -2[fluorescence artefact?] | 1.1 | -1 | 92
11 | COc1ccc2c(CC(=O)OCC(=O)N3CCc4ccccc43)coc2c1 | 96 | 14 | 101 | 83 | 13 | 0 | 1.1 | -1 | 89
12 | COc1ccc(N2CCN(c3oc(-c4ccco4)nc3C#N)CC2)cc1 | 105 | -1[fluorescence artefact?] | 114 | 99 | -1 | -7 | 0.9 | -1 | 99
13 | Cc1nn(-c2ccc(F)cc2)c2sc(C(=O)O)cc12 | 99 | -5 | 138 | 97 | -2 | -10 | 1 | x | 103
14 | Cc1ccc(O)c(C2=Nc3ccccc3N=C(c3ccco3)C2)c1 | 94 | 41[fluorescence artefact?] | 228*[fluorescence artefact?] | 42 | 41[fluorescence artefact?] | 34[fluorescence artefact?] | 1 | 3 | 85
15 | CN1CCN(C2CC(=O)N(Cc3ccc(N4CCCC4=O)cc3)C2=O)CC1 (centres undefined) | 99 | -13 | 85 | 85 | 7 | 12 | 1 | x | 98
16 | N#CC1=C(SCc2ccccc2)NC(=O)C(C#N)C12CCCC2 (centres undefined) | 98 | -12 | 100 | 84 | -4 | -9 | 1 | -7 | 92
17 | CCN(C(=O)CSc1ncn[nH]1)c1cccc2ccccc12 | 103 | 4 | 98 | 103 | 4 | 1[fluorescence artefact?] | 1 | -2 | 104
18 | Cc1cc(N2CCN(C)CC2)nc2ccc(NC(=O)c3cccnc3Cl)cc12 | 93 | 20 | 87 | 88 | 5 | 13 | 1.1 | -2 | 82
19 | CCOC(=O)N1CCN(C(=O)c2ccc(CS(=O)(=O)c3ccc(OC)cc3)o2)CC1 | 95 | -7 | 125 | 103 | -6 | -7 | 1.1 | 2 | 102
20 | CCOC(=O)c1cc(-c2ccccc2)sc1NC(=O)C(C)Sc1nnnn1C (centres undefined) | 77 | -1 | 118 | 87 | -1 | -11 | 1 | -4 | 79
21 | O=C(CN1C2CCCC1CC(NC(=O)c1ccco1)C2)Nc1ccccc1 (centres undefined) | 100 | 8 | 77 | 71 | 6 | 6 | 1.2 | x | 96
22 | O=C(C1CSC2(c3ccc(F)cc3)CCC(=O)N12)N1CCCCCC1 (centres undefined) | 91 | 5 | 111 | 92 | 8 | 1 | 1.1 | 1 | 97
23 | Cc1c(N=C/C=C2\N(C)c3ccccc3C2(C)C)c(=O)n(-c2ccccc2)n1C | 104 | 3[fluorescence artefact?] | 120 | 79 | 7 | 1 | 1 | -9 | 99
24 | CCOC(=O)C(=O)Nc1ccccc1C(=O)Nc1ccc(OC)cc1 | 106 | 1[fluorescence artefact?] | 114 | 105 | 14 | 4[fluorescence artefact?] | 1.2 | -8 | 99
25 | Cc1nnc(N2CCc3ccccc3C2)[nH]c1=O | 100 | -26[fluorescence artefact?] | 104 | 91 | 4 | -30 | 1 | 0 | 97
26 | O=C(O)c1cccc(NC(=O)C2C3C=CC(C3)C2C(=O)OCC(F)(F)C(F)F)c1 (centres undefined) | 104 | -5 | 121 | 83 | -2 | -17 | 1.1 | -1 | 106
27 | CCC(C)n1[nH]c(=O)cc1N (centres undefined) | 95 | -10 | 127 | 96 | 3[fluorescence artefact?] | 60* | 1.1 | 5 | 96
28 | CN(C)S(=O)(=O)c1cc(C(=O)NCCCn2ccc3ccccc32)ccc1Cl | 86 | 22 | 102 | 74 | 0 | 35 | 1 | -1 | 93
29 | CCCCNC(=O)CC1SC(=NCC)N(CC)C1=O (centres undefined) | 106 | -37 | 116[fluorescence artefact?] | 100 | 11[fluorescence artefact?] | 5 | 1.2 | -2 | 95
30 | N#Cc1c(N)nc2c(c1-c1cccc(O)c1)CCCCCC2 | 101 | 4 | 67[fluorescence artefact?] | 59 | -12 | 12[fluorescence artefact?] | 1.1 | x | 78
31 | O=C(Cc1ccc(F)cc1)N(c1ccc(F)cc1)C1C=CS(=O)(=O)C1 (centres undefined) | 106 | -23 | 103 | 94 | -20 | -28 | 1.1 | -5 | 102
32 | Cc1ccc(C)c(C(=O)c2c(C)nc3sccn23)c1 | 92 | 1 | 89 | 94 | 3 | 3 | 1 | -1 | 98
33 | NC(=O)c1cc2ccccc2oc1=NCc1ccccc1 | 91 | -4 | 90 | 72 | -7 | -1 | 1.1 | 50 | 90
34 | Cc1ccc2nsnc2c1S(=O)(=O)N(Cc1cc2cccc(C)c2[nH]c1=O)CC1CCCO1 (centres undefined) | 90 | -2 | 108 | 10* | 1 | -5 | 1.1 | -2 | 60
35 | Cc1nc2ccccc2n2c(-c3ccccc3)c3c(=O)n(C)c(=O)n(C)c3c12 | 97 | 11 | 102[fluorescence artefact?] | 67 | -14 | 32 | 1 | 3 | 85
36 | COc1ccc(Cl)cc1NC(=O)CSc1nncn1-c1cccnc1 | 98 | -7 | 125 | 69 | -13 | -4 | 0.9 | 8 | 91
37 | COC(=O)c1cc(OC)c(OC)cc1NC(=O)CN1CCCCC1 | 104 | -8 | 90 | 95 | 4 | -2 | 1.1 | 1 | 101
38 | Cn1nnc(NC(=O)CSc2ncn[nH]2)n1 | 94 | -2[fluorescence artefact?] | 117 | 99 | 9 | -8 | 1.2 | -2 | 95
39 | Cc1ccc2nc(SCC(=O)NCC3CCCO3)c(C#N)cc2c1 (centres undefined) | 100 | 1 | 109 | 87 | 3 | -6 | 1.2 | -2 | 100
40 | Cc1nnc(SCC(=O)Nc2cccc(C(F)(F)F)c2)n1Cc1ccco1 | 99 | -3[fluorescence artefact?] | 113 | 75 | -8 | 0 | 1.1 | -2 | 88
41 | COc1ccc(C=Nc2cccc3c(=O)[nH][nH]c(=O)c23)c2ccccc12 | 99 | 15 | 91[fluorescence artefact?] | 32* | -7 | 20 | 1.3 | 16 | 70
42 | c1cc2c(cc1-c1cnc3n1CCC3)OCCO2 | 77 | -1 | 85[fluorescence artefact?] | 52 | 7 | 3 | 1.2 | -3 | 77
43 | Cc1cccnc1NC(=O)Nc1cccc(C(F)(F)F)c1 | 97 | 15 | 123 | x | 0 | 3 | 1.2 | 53 | 89
44 | COc1ccc(N2C(=O)C3CCCN3C2c2ccccc2F)cc1 (centres undefined) | 107 | 0 | 112 | 89 | 5 | -1 | 1.1 | 0 | 103
45 | CCS(=O)(=O)N1CCN(c2ccccn2)CC1 | 96 | 0 | 88 | 96 | 10 | 0 | 1.1 | -2 | 89
46 | O=C(COc1ccc(Cl)cc1)Nc1ccccc1N1CCOCC1 | 90 | 7 | 157 | 78 | 9 | 13 | 1.1 | -2 | 58
47 | COc1ccc(NC(=O)NCCCN2CCCC2=O)c(OC)c1 | 97 | -12 | 95 | 82 | 0 | -3 | 1 | -4 | 93
48 | COc1cc(NC(=O)CCN2CCN(Cc3ccccc3)CC2)cc(OC)c1 | 106 | -3 | 103 | 77 | 3 | -5 | x | 6 | 89

Retrieved by structure from above (3):
no. | molecule | Lung fibro prol | ERb coact inh | ERa SRC1 pot | H69AR growth 86K | Smad3 inh | ERa coact inh | MT1-MMP txn act | Mac1 fbg enh | HUVEC inhibit
47 | COc1ccc(NC(=O)NCCCN2CCCC2=O)c(OC)c1 | 97 | -12 | 95 | 82 | 0 | -3 | 1 | -4 | 93
46 | O=C(COc1ccc(Cl)cc1)Nc1ccccc1N1CCOCC1 | 90 | 7 | 157 | 78 | 9 | 13 | 1.1 | -2 | 58
44 | COc1ccc(N2C(=O)C3CCCN3C2c2ccccc2F)cc1 (centres undefined) | 107 | 0 | 112 | 89 | 5 | -1 | 1.1 | 0 | 103

(continued)
no. | molecule | Lung fibro prol | ERb coact inh | ERa SRC1 pot | H69AR growth 86K | Smad3 inh | ERa coact inh | MT1-MMP txn act | Mac1 fbg enh | HUVEC inhibit
49 | COC(=O)c1cc(C#N)c(SCc2ccccc2)nc1C | 91 | 3 | 71 | 97 | 0 | -4 | 1.4 | -1 | 101
50 | COc1ccc(OCC(=O)N2CCN(C(=O)c3cccc(F)c3)CC2)cc1 | 97 | 7 | 82 | 101 | -6 | 14 | 1 | 6 | 105
51 | CCCCOC(=O)Nc1ccc(N2CCOCC2)cc1 | 95 | 19 | 117 | 96 | 1 | 7 | 1.6 | x | 105
52 | CN(C)c1ccc(NC(=O)c2ccncc2)c2ccccc12 | 106 | 4 | 112 | 90 | 7 | -1[fluorescence artefact?] | 1.1 | -1 | 93
53 | CCC(=O)c1cn(CC(=O)NCc2ccco2)c2ccccc12 | 119 | -2 | 104 | 98 | -2 | 1 | x | -1 | 107
54 | CCCC(=O)Nc1ccc(C(=O)N2CCCC2)cc1 | 104 | 0 | 99 | 78 | -3 | -10 | 1.1 | -2 | 90
55 | O=C(C1CCCN(S(=O)(=O)c2cnc[nH]2)C1)N1CCN(c2ccc(Cl)cc2)CC1 (centres undefined) | 99 | -12 | 95 | 94 | -8 | 0[fluorescence artefact?] | 1.1 | -1 | 101
56 | O=C(c1cccnc1NCc1ccccc1)N1CCOCC1 | 102 | 2 | 94[fluorescence artefact?] | 98 | 8 | -6 | 1 | -2 | 99
57 | COc1cccc(N2CCN(C(=O)C3C4C=CC5(CN(Cc6ccccc6Cl)C(=O)C35)O4)CC2)c1 (centres undefined) | 96 | -2 | 105 | 93 | 4 | -1 | 1.2 | 1 | 93
58 | Oc1cccc2ccc(/C=C/c3cccs3)nc12 | 14* | -4 | 68 | 12* | 3 | 2 | 1 | 0 | 60
59 | Cc1cc(Cl)cc(Cl)c1OCC(=O)NCc1ccco1 | 104 | 7 | 82 | 101 | 10 | 20 | 0.9 | -2 | 104
60 | COc1ccc(C(C)=O)cc1CN1CCCCC1 | 99 | 4 | 99 | 93 | -7 | 5 | 1.2 | x | 104
61 | CCOc1ccc(N(CC(=O)N2CCCC2)S(=O)(=O)c2c(C)noc2C)cc1 | 89 | -12 | 116 | 90 | -4 | -9 | 1.1 | -2 | 99
